Screens (PubChem)
HTRA1 inh – HTRA1 (human) protease inhibition; recombinant HTRA1, FP-rhodamine activity-based probe, fluorescence polarization; inhibition, % at 5.96 µM; 340,000 tested, 0.5% active; AID 504803; in the data active = inhibition above about 36%;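 also: 0% = enzyme with DMSO and 100% = wells lacking enzyme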
Target sequence (Q92743 whole entry, looked up): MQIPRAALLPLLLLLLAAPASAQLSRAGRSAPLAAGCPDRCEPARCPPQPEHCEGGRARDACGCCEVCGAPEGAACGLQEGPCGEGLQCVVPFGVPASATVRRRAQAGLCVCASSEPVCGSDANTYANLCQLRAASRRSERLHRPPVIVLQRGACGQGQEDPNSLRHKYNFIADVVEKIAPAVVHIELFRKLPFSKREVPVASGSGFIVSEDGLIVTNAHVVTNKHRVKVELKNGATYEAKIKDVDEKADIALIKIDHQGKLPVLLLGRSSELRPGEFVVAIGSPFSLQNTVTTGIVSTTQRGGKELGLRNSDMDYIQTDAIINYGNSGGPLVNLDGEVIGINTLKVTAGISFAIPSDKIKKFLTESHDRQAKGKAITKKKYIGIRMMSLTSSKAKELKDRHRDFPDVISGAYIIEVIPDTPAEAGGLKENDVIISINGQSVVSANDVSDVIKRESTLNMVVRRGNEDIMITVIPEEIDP
rCAG RNA binder – binds r(CAG) RNA repeats. AID 651821. 370,000 tested, 1.3% active. r(CAG) RNA repeat, TO-PRO-1 dye displacement fluorescence. inhibition, % at 3 µM;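 active = inhibition above the plate cutoff, the mean of all test compounds on that plate plus 3 SD, cut at about 35% in these data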;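 also: 0% = DMSO alone and 100% = 100 µM mitoxantrone as full dye displacement; higher means more dye released from RNA so lower well fluorescence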
Rev-erbA mod – modulators of human Rev-erb alpha DNA binding. P20393. Rev-erbα–FITC-DNA binding, fluorescence polarization, 90 min. activity, % at 10 µM. 370,000 tested, 0.79% active. AID 1259318;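 active = activity above about 14%, limit read from the data; passing the limit was not always enough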;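 also: 0% = DMSO wells with 35 nM protein and 100% = DMSO wells with 750 nM protein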
PG9 binder – PG9 antibody binding by small molecule; TR-FRET gp120-PG9 antibody binding; inhibition, % at 6.7 µM; 360,000 tested, 0.43% active; in the data active = inhibition above about 8.5%
SMARCA2 act – increases SMARCA2 function in MMTV reporter cells; MG213 cells, MMTV-luciferase reporter, dexamethasone, overnight; activation, % at 9.1 µM; 370,000 tested, 1% active; in the data active = activation above about 7.8%;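 also: 0% = vehicle wells and 100% = reference activator wells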
ASAP1 GAP inh – inhibitors of human ASAP1 ArfGAP activity. ASAP1-stimulated ARF1 GTP hydrolysis, GDP FP detection. inhibition, % at 16.5 µM. 360,000 tested, 0.19% active; in the data active = inhibition above about 25%;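 also: 0% = vehicle with enzyme and substrate and 100% = no enzyme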
GC-A act – GC-A (human) enzyme activation | AID 1671463 | 370,000 tested, 0.14% active | P16066 | activation, % at 10 µM | HEK293 GC-A cells, cGMP TR-FRET, EC30 ANP; 0% at EC30 ANP, 100% saturating ANP; in the data active = activation above about 40%
mABHD4 FP – ABHD4 (mouse) inhibition, primary FP screen; Q8VD66; purified mABHD4, FP-Rh probe fluorescence polarization; inhibition, % at 8.92 µM; 370,000 tested, 0.54% active; AID 720543;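 active = inhibition exceeding the mean over every tested compound plus 3 SD, cut at about 30% in these data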;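 also: 0% = plate median of compound wells and 100% = S159A mutant with DMSO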
Target sequence (Q8VD66 whole entry, looked up): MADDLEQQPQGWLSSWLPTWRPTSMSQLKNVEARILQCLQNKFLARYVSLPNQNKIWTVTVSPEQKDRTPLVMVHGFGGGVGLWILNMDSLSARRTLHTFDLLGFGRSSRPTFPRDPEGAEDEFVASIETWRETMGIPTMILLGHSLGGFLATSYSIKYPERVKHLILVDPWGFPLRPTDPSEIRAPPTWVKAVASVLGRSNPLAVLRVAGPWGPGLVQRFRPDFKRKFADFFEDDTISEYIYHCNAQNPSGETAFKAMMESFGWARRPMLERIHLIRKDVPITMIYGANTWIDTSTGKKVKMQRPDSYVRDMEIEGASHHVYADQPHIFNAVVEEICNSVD
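Assay system: Wild-type mouse ABHD4 protein | Medium: HEPES pH 7.0 buffer, 150 mM NaCl, 0.01% Pluronic F-127 | Incubation: Enzyme–compound pre-incubation 45 min, then probe 60 min, both 25 °C | Technique: Fluorescence polarization with parallel and perpendicular emission, 525/598 nm | Evaluation: % inhibition of FP-Rh probe binding versus controls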
ARFGAP1 inhibitor – rat ARFGAP1 inhibition; Q62848; Arfgap1-stimulated ARF1 GTP hydrolysis, GDP FP detection; inhibition, % at 16.5 µM; 360,000 tested, 0.26% active;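 active = inhibition above a per-plate limit, mean inhibition of low control wells plus 3 SD, cut at about 25% in these data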;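 also: 0% = DMSO wells with enzyme and 100% = wells lacking Arfgap1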
Target sequence (Q62848 1-136 limits assumed): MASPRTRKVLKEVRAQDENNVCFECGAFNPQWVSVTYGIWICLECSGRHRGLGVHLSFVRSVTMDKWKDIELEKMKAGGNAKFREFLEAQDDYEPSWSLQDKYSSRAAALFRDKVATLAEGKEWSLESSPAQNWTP
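System: truncated rat Arfgap1 GAP domain / Medium: HEPES-based buffer, pH 7.5 / Also added: N-terminally truncated human ARF1-GTP substrate / Incubation: enzyme reaction 120 min at 25 °C after 20 min preincubation / Measured by: FP of antibody-bound GDP Alexa 633 tracer, ex 620/em 688 nm / Replicates: singlicate, each compound tested once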
GC-B act – GC-B (human) receptor activation; P20594; 370,000 tested, 0.11% active; AID 1920062; HEK293-GC-B cells, CNP EC30, cGMP TR-FRET; 0% at EC30 CNP, 100% saturating CNP; activation, % at 10 µM;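 active = activation at 10 µM reaching about 35% in either raw or pattern-adjusted values, limit read from the data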
* hit, by the source's call; / = not tested or not shown. The order is random. About 4.4% of those tested had a hit in this group.

Sequence of screens: mABHD4 FP | Rev-erbA mod | PG9 binder | GC-B act | HTRA1 inh | SMARCA2 act | ASAP1 GAP inh | GC-A act | ARFGAP1 inhibitor | rCAG RNA binder
[1] COc1ccc(CCNC(=O)CSc2nncs2)cc1
    1 | -4 | 0.2 | 5 | 0 | -1 | 0 | 6 | 0 | -4
[2] O=C(Nc1ccccc1)N1CCN(Cc2ccc(Cl)cc2)CC1
    -3 | -1 | -0.8 | -6 | -4 | -2 | -6 | 7 | 4 | -4
[3] CCCOC(=O)c1cc(=O)[nH]c2ccccc12
    1 | -4 | -1.2 | -4 | -1 | 4 | 10 | 1 | -20 | 0
[4] Cc1ccc(C(=O)Nc2cccnc2)cc1S(=O)(=O)N1CCOCC1
    2 | 5 | 0.6 | 5 | 0 | -6 | -2 | -3 | 3 | -2
[5] CN1C(C(=O)NCc2ccco2)CC2Cn3c(nc4ccccc43)C21 (stereo unspecified)
    5 | -2 | -0.3 | 4 | 0 | 1 | 9 | 1 | -1 | 4
[6] COc1ccc(CCn2nnnc2C(c2ccc(Cl)cc2)N2CCN(C)CC2)cc1OC (stereo unspecified)
    -1 | 5 | 3.2 | -6 | -5 | -4 | -11 | -6 | -2 | -8
[7] CCOc1cc(OCC)cc(C(=O)N2CCC[C@H]2C(=O)N2CCC[C@H]2C(=O)NCc2ccncc2)c1
    -5 | -6 | 1.7 | -3 | / | 7 | 14 | 1 | 7 | -1
[8] Cc1ccc(S(=O)(=O)N(C)C)cc1NC(=O)COC(=O)Cc1cccs1
    -8 | -4 | -1.6 | 1 | -2 | -1 | 13 | 4 | -1 | 4
[9] CCN(CC)CCCn1c(=S)[nH]c2cc(Cl)ccc2c1=O
    6 | 4 | -0.7 | -4 | 2 | 4 | 3 | 4 | -1 | 0
[10] CC1=C(C(=O)OC(C)C)C(c2cccc(F)c2)n2ncnc2N1 (stereo unspecified)
    -6 | -1 | -0.9 | -1 | -3 | 0 | 3 | -4 | 11 | 1
[11] CC(C)c1ccc(NC(=O)C2(C)Cc3c(-c4ccc5c(c4)OCO5)ccnc3O2)cc1 (stereo unspecified)
    -11 | 0 | 0.5 | 1 | / | 0 | -5 | -2 | 14 | 6
[12] O=C(COc1cccc(Cl)c1)N/N=C\c1cc2ccccc2nc1Cl
    0 | 16 | 1.1 | 7 | 4 | -3 | -2 | -1 | 4 | 0
[13] O=[N+]([O-])c1cncc2[nH]cnc12
    7 | 0 | / | 2 | / | 1 | / | 2 | / | 3
[14] COC(=O)c1ccc(NC(=S)NC(=O)c2c(-c3ccccc3)noc2C)cc1
    4 | -4 | 0.0 | 0 | -8 | 3 | 13 | 1 | 2 | 0
[15] O=C(/C=C/c1ccccc1)NCCc1c[nH]c2ccccc12
    -3 | -5 | -2.3 | -8 | -17 | -1 | -2 | -4 | 12 | 9
[16] CCN(CC)c1nc(N)c2c(N)n(-c3ccccc3C)c(=S)c(C#N)c2c1C#N
    11 | 4 | -1.6 | 6 | 33 | -2 | 5 | -5 | 9 | 98*
[17] O=C(Nc1nnc(-c2ccccc2Cl)s1)C1CCN(S(=O)(=O)c2ccc(Cl)cc2)CC1
    -1 | 7 | 0.9 | -1 | -2 | -2 | 8 | -2 | 7 | 2
[18] CCC1CN(C(=O)NCc2ccc(F)cc2)c2cc(Cl)ccc2O1 (stereo unspecified)
    -12 | 1 | 0.3 | -4 | -25 | -2 | 11 | -12 | -13 | 1
[19] CC(=NNC1=NCCN1)c1cnn(C2=NCCN2)c1C
    7 | -1 | -0.9 | 2 | / | -4 | 4 | 5 | 8 | 3
[20] COc1ccc(-c2noc(C3CCCN(C(=O)c4cccc(F)c4)C3)n2)cc1 (stereo unspecified)
    0 | 4 | 2.3 | -1 | -4 | -3 | -3 | -11 | 0 | -1
[21] CCOC(=O)N1CCN(C(=O)c2ccc(OCC)c(OCC)c2)CC1
    -2 | -1 | -0.8 | 3 | 1 | 0 | 0 | 3 | 1 | -2
[22] O=C(NCCc1ccccc1)OCc1cn(Cc2cc(F)ccc2F)nn1
    0 | 2 | / | 1 | / | -2 | / | 2 | / | -1
[23] O=C(NCCOC(=O)c1c(F)cccc1Cl)c1c(F)cccc1Cl
    -3 | 6 | -1.8 | 3 | 6 | 2 | -28 | -1 | -1 | 7
[24] CN(C)CCN1CCN(c2cc(-c3cccc(Cl)c3)nc3ccnn23)CC1
    11 | -4 | 1.9 | 2 | / | -1 | 4 | 6 | 13 | 3
[25] Cc1c(C#N)c2ncn(Cc3ccccn3)c(=O)c2n1-c1ccccc1
    6 | 1 | -0.3 | 3 | 2 | 0 | 1 | 0 | 8 | -4
[26] CCC(=O)NC(=S)Nc1ccccc1C(F)(F)F
    -1 | 6 | -1.5 | 2 | 7 | 1 | -3 | 5 | 2 | -5
[27] CCc1ccc(CNc2ccc3c(c2)ncn3C(C)(C)C)cc1
    16 | 9 | -2.4 | -3 | 9 | -1 | -4 | 0 | 4 | -2
[28] O=C(O)c1cccc(NC(=S)N/N=C/c2cccnc2)c1
    3 | -2 | -3.1 | -4 | 3 | 3 | 11 | 2 | -7 | 2
[29] CC1(C(=O)Nc2ccc3c(c2)OCCO3)CC1(Cl)Cl (stereo unspecified)
    1 | 2 | -0.9 | -1 | -4 | 0 | -1 | -1 | 12 | -1
[30] CCCCCCNC(=O)CC(NS(=O)(=O)c1ccc(NC(C)=O)cc1)C(C)C (stereo unspecified)
    -6 | -3 | -0.9 | 3 | -5 | 0 | -6 | 0 | -5 | 1

Part of the list above, set out differently.
[21] CCOC(=O)N1CCN(C(=O)c2ccc(OCC)c(OCC)c2)CC1
[22] O=C(NCCc1ccccc1)OCc1cn(Cc2cc(F)ccc2F)nn1

Screen / compound no.	21	22
mABHD4 FP	-2	0
Rev-erbA mod	-1	2
PG9 binder	-0.8	/
GC-B act	3	1
HTRA1 inh	1	/
SMARCA2 act	0	-2
ASAP1 GAP inh	0	/
GC-A act	3	2
ARFGAP1 inhibitor	1	/
rCAG RNA binder	-2	-1

Next records.
Sequence of screens: mABHD4 FP | Rev-erbA mod | PG9 binder | GC-B act | HTRA1 inh | SMARCA2 act | ASAP1 GAP inh | GC-A act | ARFGAP1 inhibitor | rCAG RNA binder
[31] OCc1ccccc1NC(=S)Nc1cccnc1
    -2 | 0 | -4.3 | 7 | 0 | -5 | 4 | 5 | -5 | 3
[32] CCCn1c(=O)n(C)c(=O)c2c(SCC(=O)Nc3cc(C)on3)nc(C(C)(C)C)nc21
    8 | -1 | -1.7 | -2 | -1 | -1 | 4 | -6 | 0 | 0
[33] O=C1CCc2cc(S(=O)(=O)Nc3ccccc3)cc3c2N1CC3
    1 | 0 | 0.9 | -5 | 2 | -1 | 9 | -13 | 10 | -5
[34] CS(=O)(=O)C1=NSC2=NC(=O)/C(=C\c3cccn3-c3ccc(Cl)cc3)C(=N)N21
    -108 | -15 | -0.3 | 1 | -78 | -1 | -3 | -4 | -19 | 85*
[35] CC(=O)OCC(=O)C1(O)CCC2C3CCC4=CC(=O)CCC4(C)C3C(O)CC21C (stereo unspecified)
    2 | -9 | -0.8 | 4 | 1 | -5 | 0 | -1 | 8 | 1
[36] Cn1c(O)c(C2=c3ccccc3=NC2=O)[nH]c1=S
    5 | 0 | -2.6 | 0 | 6 | 6 | -5 | -1 | -6 | 1
[37] Cc1ccc(C(C)C)c(OCC(=O)N/N=C/C2CCCCC2)c1
    -8 | 5 | -2.1 | 2 | 1 | 2 | 1 | 0 | -3 | -2
[38] Cc1ccc(/C=N/NC(=O)Cn2nccc2C)o1
    -5 | 0 | -2.0 | 5 | -3 | -2 | -4 | 2 | -6 | -3
[39] Cc1nc2ccccn2c1C(=O)NC1CCCCC1
    -1 | -1 | -1.5 | 1 | 0 | 1 | -2 | 0 | -13 | 1
[40] COc1cccc(NC(=S)N(CCc2c(C)[nH]c3ccc(C)cc23)Cc2cccs2)c1
    -16 | 2 | -1.3 | -1 | -22 | -2 | 8 | -2 | 0 | 9

Compound profiles, as listed above. Values in the order: mABHD4 FP, Rev-erbA mod, PG9 binder, GC-B act, HTRA1 inh, SMARCA2 act, ASAP1 GAP inh, GC-A act, ARFGAP1 inhibitor, rCAG RNA binder
Cc1nc2ccccn2c1C(=O)NC1CCCCC1 is entered as -1, -1, -1.5, 1, 0, 1, -2, 0, -13, 1
OCc1ccccc1NC(=S)Nc1cccnc1 is entered as -2, 0, -4.3, 7, 0, -5, 4, 5, -5, 3

(continued)
Sequence of screens: mABHD4 FP | Rev-erbA mod | PG9 binder | GC-B act | HTRA1 inh | SMARCA2 act | ASAP1 GAP inh | GC-A act | ARFGAP1 inhibitor | rCAG RNA binder
[41] O=C(NC1CCCc2ccccc21)c1c(F)cccc1Cl (stereo unspecified)
    -2 | -3 | -1.4 | 0 | -5 | 0 | 7 | 0 | -3 | 1
[42] O=[N+]([O-])c1cccc2c(N3CCCC3)ccnc12
    -3 | 1 | 0.4 | 2 | 0 | -7 | 4 | 6 | -1 | -3
[43] O=c1c2cnn(-c3ccccc3)c2ncn1CCc1ccccc1
    -3 | -5 | -0.4 | -3 | -5 | 1 | -2 | 1 | 9 | -3
[44] Cn1cc(Br)c(C(=O)N2CCc3ccccc32)n1
    -3 | -3 | -1.1 | 2 | 1 | -1 | -13 | 1 | 3 | -1
[45] COc1ccc(CC(N)c2csc(NC(=O)Nc3ccccc3-c3ccccc3)n2)cc1 (stereo unspecified)
    -15 | -3 | -0.7 | 11 | / | -1 | -3 | -3 | 1 | 19
[46] Cc1oc(/C=N/NC(=O)CC2(C)OCCO2)cc1Br
    -1 | 2 | -0.3 | 1 | -1 | -3 | 6 | 4 | 19 | 1
[47] Cc1cc(C)nc(NC(=O)c2cc(-c3ccc4c(c3)OCO4)nc3ccccc23)c1
    3 | -6 | -0.7 | -2 | -33 | 1 | 4 | -2 | 2 | 19
[48] CSc1cccc(NC(=O)/C=C/c2ccc(Cl)cc2)c1
    -92 | 6 | -1.4 | -6 | -78 | 1 | 14 | 3 | 14 | 8
[49] O=C(C1=C(O)C(=O)N(CC2CCCO2)C1c1ccccc1[N+](=O)[O-])c1ccco1 (stereo unspecified)
    2 | 0 | 0.3 | -2 | 8 | 0 | 2 | -7 | 0 | 3
[50] CN(C)CCNC(=O)CN1C(=O)COc2ccc(C(C)(C)C)cc21
    -6 | 5 | 2.0 | 4 | 10 | -1 | 7 | -5 | -1 | 2
[51] O=C(NC1CCCCCC1)C1CCN(c2nc3ccccc3o2)CC1
    5 | 4 | 0.5 | 5 | 0 | -3 | -15 | 8 | -7 | -5
[52] Cc1cc(Cl)ccc1NNC(=O)c1c(C)noc1C
    -5 | -3 | -2.5 | 5 | -5 | 7 | 1 | 4 | 3 | -1
[53] O=C(COc1cccc(F)c1)NNC(=O)Cc1ccc(Br)cc1
    -3 | 2 | -1.0 | -1 | -6 | -1 | -6 | 0 | -2 | 6
[54] COc1cccc(NC(=S)NC2CC3CCCC(C2)N3C2CCCC2)c1 (stereo unspecified)
    3 | -1 | -0.1 | 4 | -1 | 1 | 6 | -2 | 4 | 2
[55] Cc1cc(C)nc(SCc2nnc(SCC(=O)Nc3nc(-c4ccccc4)cs3)n2-c2ccccc2)n1
    -4 | 0 | 0.3 | -3 | 0 | -7 | -1 | -1 | -1 | 3
[56] CCOc1nc(NCCN2CCOCC2)nc(NC(C)C)n1
    1 | -1 | -1.1 | 3 | 5 | -5 | 10 | 3 | -6 | -4
